FBW7 activator: activators of human E3 ligase FBW7; AID 1259310; AlphaScreen FBW7–phospho-cyclin E peptide binding, activator screen; Q969H0; normalized activity (activation), % at 26.1 µM; 650,000 tested, 0.13% active; in the data active = normalized activity above about 1.9%;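 also: purified mutant Fbw7 with reduced substrate affinity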
Target sequence (Q969H0 whole entry, looked up): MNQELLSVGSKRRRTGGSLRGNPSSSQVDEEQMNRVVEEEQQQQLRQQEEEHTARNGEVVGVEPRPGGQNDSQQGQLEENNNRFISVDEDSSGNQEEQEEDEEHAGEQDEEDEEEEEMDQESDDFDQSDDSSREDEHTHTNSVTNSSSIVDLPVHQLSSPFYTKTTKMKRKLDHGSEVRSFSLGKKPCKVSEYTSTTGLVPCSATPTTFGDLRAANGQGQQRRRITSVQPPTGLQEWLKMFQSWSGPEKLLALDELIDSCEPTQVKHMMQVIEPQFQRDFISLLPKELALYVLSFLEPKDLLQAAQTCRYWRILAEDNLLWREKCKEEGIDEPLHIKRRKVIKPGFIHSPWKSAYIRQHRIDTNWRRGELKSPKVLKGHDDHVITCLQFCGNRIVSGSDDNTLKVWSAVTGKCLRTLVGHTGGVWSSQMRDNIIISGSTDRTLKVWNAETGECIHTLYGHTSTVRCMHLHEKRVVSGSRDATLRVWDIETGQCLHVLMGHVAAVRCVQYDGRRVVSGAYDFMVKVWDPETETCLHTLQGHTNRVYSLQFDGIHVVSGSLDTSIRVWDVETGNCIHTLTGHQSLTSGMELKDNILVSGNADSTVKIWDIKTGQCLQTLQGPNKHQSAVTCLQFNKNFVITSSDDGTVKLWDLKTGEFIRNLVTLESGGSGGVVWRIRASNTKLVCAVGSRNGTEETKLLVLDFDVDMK
GPR151 ag: activates the human receptor GPR151 | activation, % at 11.2 µM | Q8TDV0 | 650,000 tested, 1% active | PathHunter beta-arrestin GPR151 cells, luminescence; in the data active = activation above about 4.9%;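 also: 0% = median of compound wells and 100% = cells with positive control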
TEAD-YAP inh: TEAD-YAP interaction inhibition; HEK-TIYL cells, TEAD-Gal4/YAP UAS-luciferase luminescence; inhibition, % at 9.12 µM; 640,000 tested, 1.4% active; in the data active = inhibition above about 32%;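 also: 0% = median of test compound wells and 100% = reference inhibitor wells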
MITF inh: blocks human microphthalmia-associated transcription factor | O75030 | AlphaScreen MITF homodimerization, bead proximity signal | inhibition, % at 2.6 µM | 650,000 tested, 0.91% active; in the data active = inhibition above about 50%;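 also: 0% = vehicle wells with protein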
* = called active by the depositor. Not a hit list. About 3.4% of those tested had a hit in this group.

Every second line gives: FBW7 activator	GPR151 ag	TEAD-YAP inh	MITF inh
1: COc1nn(C)cc1-c1nnc(SC/C=C/c2ccccc2)n1C
  0.0	-0.3	6.6	-1.0
2: O=C(Nc1cc2c(cc1[N+](=O)[O-])OCCO2)c1cccnc1
  0.1	1.6	-48.5	-8.8
3: COc1ccc(CNc2sc3c(c2C(=O)Nc2ccccc2OC)CCCC3)cc1
  0.0	0.2	9.0	-3.1
4: CCc1cc(CN2CCN(CC)CC2)c(NC(=O)c2ccccc2)s1
  -0.2	-0.4	-30.2	-2.5
5: COc1ccc(C2OC(=O)C(C)(C)C(=O)C23CCCCC3)cc1 (stereo not given)
  -0.3	0.3	1.5	0.1
6: Cc1nn(-c2ccccc2)c(C)c1N1CCN(C(=O)Nc2ccccc2F)CC1
  0.0	-0.4	-12.0	2.2
7: NNc1nc2c(F)cc(F)cc2s1
  -0.2	-1.5	14.5	4.5
8: O=C(/C=C/c1ccccc1)Nc1ccc(F)cc1F
  -0.1	-0.9	-53.4	8.1
9: COc1ccc(OC)c(/C=C2N=C(/C=C/c3cccc(Cl)c3Cl)OC\2=O)c1
  0.0	0.5	-18.6	-0.4
10: COc1ccc(OC)c(NC(=O)C(=O)NCCCOC(C)C)c1
  0.0	-0.9	-10.8	-4.5
11: COc1ccc(Br)cc1/C=N/NC(=O)c1c[nH]c2ccccc12
  -0.1	0.0	-11.7	-9.1
12: NS(=O)(=O)c1ccc(N/C(=N/S(=O)(=O)c2ccc(Cl)cc2)c2ccccc2)cc1
  0.2	-1.0	9.5	-17.2
13: NC(COP(=O)(O)O)C(=O)O (stereo not given)
  0.1	5.5*	7.7	28.4
14: COc1ccc(CNC(=O)[C@H]2C=CCN2S(C)(=O)=O)cc1
  -0.2	1.7	2.2	-2.7
15: Cc1cc(F)c(F)cc1C(=O)n1cncn1
  0.2	1.0	2.9	1.3
16: Cc1ccc(NC(=O)CSc2nc(N)cc(=O)[nH]2)c(C)c1
  -0.1	0.5	15.3	1.4
17: O=C1CCCN1c1ccc(S(=O)(=O)N2CCOCC2)cc1
  0.0	1.1	-2.5	-6.6
18: CC(=O)C1=C(C)OC(N)=C(C#N)C1c1ccc(OCc2ccccc2)cc1 (stereo not given)
  -0.1	-1.6	-20.9	5.1
19: CCN1C(=S)O/C(=C\N(C(C)=O)c2ccccc2)C1=S
  0.1	-0.6	-28.0	20.2
20: CCOC(=O)c1cnc2ccc(OC)cc2c1Nc1cccc(Cl)c1
  0.0	0.9	1.5	-1.6
21: Cc1ccc(CN(CC(N)=O)S(=O)(=O)c2ccc(Br)cc2)cc1
  -0.2	1.4	0.0	-8.8
22: CCCCC1CCC(c2ccc(-c3ccc(OC(F)(F)F)cc3)nc2)CC1 (stereo not given)
  -0.2	2.1	0.1	-0.7
23: Cn1c(=O)c2c(nc(NCCCO)n2CCc2ccccc2)n(C)c1=O
  -0.2	2.0	0.4	-5.8
24: O=C(CSc1nc(NCc2ccc(Cl)cc2)c2ccccc2n1)c1ccccc1
  0.3	-1.1	-2.0	11.0
25: CC(C)(C)c1ccc(C(=O)NCCN=C2NS(=O)(=O)c3ccccc32)cc1
  -0.1	1.0	-6.9	-5.8
26: CCc1ccccc1NC(=O)Cc1ccc([N+](=O)[O-])cc1
  0.0	0.5	3.0	14.9
27: COCCn1c(Cc2cccn2C)nnc1SCC(=O)Nc1nc(C)cs1
  -0.2	1.8	3.2	12.3
28: COCc1cc(C)n(CC(=O)Nc2ccc(C34CC5CC(CC(C5)C3)C4)cc2)c(=O)c1C#N
  0.2	2.0	-6.0	3.1
29: CCc1nc2c(nnn2Cc2ccc(F)cc2)c(=O)[nH]1
  -0.2	-0.4	-1.8	-12.4
30: CCc1ccc(C2CC(c3ccc(OC)c(OC)c3)=NN2C(=O)CCCC(=O)O)cc1 (stereo not given)
  0.1	-0.8	9.4	5.3

Going on with the list:
Every second line gives: FBW7 activator	GPR151 ag	TEAD-YAP inh	MITF inh
31: Cc1ccc(C(=O)N2CCN(S(=O)(=O)c3ccc(C)c([N+](=O)[O-])c3)C2)cc1
  -0.1	-0.6	-3.6	-9.5
32: CC1(C)C2(CBr)CCC1(C(=O)O)C(Br)C2=O (stereo not given)
  0.1	1.9	2.0	-7.0
33: O=C(Nc1ccc(F)cc1)c1ccc2c(=O)n(CC3CCCO3)c(=S)[nH]c2c1 (stereo not given)
  0.1	-0.1	-4.3	-6.5
34: CCOc1ccc2[nH]c3nc(SCC(=O)NC(C)C)nnc3c2c1
  0.1	0.1	-40.4	11.4
35: CCc1nc2ccccc2n1CC(=O)N[C@@H](CC)Cn1nc(-c2cccs2)ccc1=O
  0.0	1.6	4.3	-0.7
36: c1ccc2cc(-c3cnnc(NCC4CCCO4)n3)ccc2c1 (stereo not given)
  -0.2	0.0	-44.9	1.7
37: CCOC(=O)C(=O)Nc1sc(C(=O)NCCc2ccccc2)c(C)c1C(=O)OCC
  0.4	-1.7	-19.4	-11.7
38: CCN1C(=O)c2cccc3c([N+](=O)[O-])ccc1c23
  -0.4	-0.8	-0.3	-1.6
39: CCCCS(=O)CSc1nc(C)cc(C)c1C#N (stereo not given)
  0.0	4.6	2.3	1.1
40: Cc1ccccc1C(=O)NNC(=O)C(=O)Nc1ccccc1
  0.2	0.4	-41.3	8.3
41: O=C1OC(/C=C/c2ccc(Cl)cc2Cl)=NC/1=C/c1ccc2c(c1)OCO2
  0.0	-0.3	-18.9	11.7
42: CC1=C(C(=O)Nc2ccc(F)cc2)C(c2cccs2)NC(=S)N1 (stereo not given)
  -0.1	-0.8	-7.6	5.9
43: Cc1cn2c(=O)c(C(=O)N3CCN(c4ccccc4)CC3)cnc2s1
  0.6	0.8	10.3	23.3
44: COc1ccc(-c2cc(C(F)(F)F)n3nc(C(=O)N4CCN(Cc5ccccc5)CC4)cc3n2)cc1
  0.1	0.4	-3.8	-13.3
45: O=C(Nc1ccc(F)c(Cl)c1)C1CCCN1S(=O)(=O)c1cccc2nsnc12 (stereo not given)
  -0.3	-0.1	4.1	7.7
46: O=C(Nc1cc(Oc2ccc(Br)cc2)cc([N+](=O)[O-])c1)c1cc(-c2ccc(Cl)cc2)nc2ccccc12
  0.0	-1.5	-2.7	0.1
47: CC(=O)N1CCc2cc(NC3CCN(Cc4ccccc4)CC3)ccc21
  -0.2	0.4	-9.7	-10.1
48: C/C(=C\C(=O)c1ccc(C)o1)Nc1ccc(I)cc1
  0.9	1.4	-5.0	16.2
49: Cc1ccc(C2CC(C(F)(F)F)n3ncc(C(=O)Nc4cc(Cl)ccc4C)c3N2)cc1 (stereo not given)
  -0.2	0.2	5.8	14.2
50: Cc1cc(Nc2ccc(N3CCOCC3)cc2)nc(-c2ccc(C(=O)N3CCN(C)CC3)cc2)n1
  0.0	0.8	-7.5	6.2
51: CC(=O)Nc1ccc(NC(=O)c2cccc(-c3ccc(N4CCN(C)CC4)cc3)n2)cc1
  0.1	1.9	-18.2	3.0
52: CSc1nc2n(n1)C(c1ccc(N(C)C)cc1)C1=C(CC(C)(C)CC1=O)N2 (stereo not given)
  -0.1	0.1	3.5	10.3
53: Cc1ccc(CN2CCN3CCCC3C2C)c(C)c1 (stereo not given)
  -0.1	0.0	-4.6	-2.2
54: CCOC(=O)c1sc(NC(=O)c2ccc(Cc3ccccc3)cc2)nc1C
  0.1	1.0	-6.3	10.6
55: COc1cccc(C2C3=C(CC(c4ccccc4)CC3=O)Nc3ccccc3N2C(=O)C2CC2)c1 (stereo not given)
  0.0	0.7	17.9	5.5
56: CN1CCCCC1CNC(=O)C1CC(=O)c2sc(NC(=O)c3cccc(F)c3)nc2C1 (stereo not given)
  -0.1	-1.7	0.8	3.1
57: CCOc1ccccc1CNC(=O)c1cc(-c2ccc(F)cc2)on1
  0.0	-0.3	7.6	0.8
58: COC(=O)c1ccccc1NC(=O)c1cnn2c(C(F)(F)F)cc(-c3ccco3)nc12
  0.0	0.0	-2.2	1.7
59: C[n+]1cc(C(=O)NCCC[N+](C)(C)C)ccc1/C=N/O
  0.1	-0.4	-0.7	11.9
60: Cc1c(C(=O)NC(C)C)sc2nc(-c3cccc([N+](=O)[O-])c3)cn12
  0.1	0.5	-18.6	-9.5

Going on with the list:
Every second line gives: FBW7 activator	GPR151 ag	TEAD-YAP inh	MITF inh
61: O=C(COC(=O)C1CCN(S(=O)(=O)c2ccc(F)cc2)CC1)c1ccc(F)cc1
  0.1	-0.9	3.8	10.8
62: COc1cccc(CNC(=O)C(C)n2c(=O)c3cccn3c3cccnc32)c1 (stereo not given)
  -0.1	1.5	2.8	-2.2
63: Cc1ccccc1N(Cc1nnc2n1CCCCC2)C(=O)Nc1ccccc1
  0.2	1.3	5.3	11.2
64: Cc1cnc(Nc2ccc(-n3ccnc3)cc2)nc1N
  -0.1	-0.1	-4.1	6.4
65: CC(C)c1cc(C(=O)N2C[C@H](C)N(Cc3ccco3)C[C@@H]2C)on1
  0.2	-1.0	-3.1	4.9
66: CCOC(=O)COc1ccc(/C=C(\C#N)c2nn(-c3ccccc3)c(N)c2C#N)cc1OC
  0.9	-0.3	4.5	9.3
67: CC(C)N1C(=O)CCC1C(=O)NCc1ccc2c(c1)OCO2 (stereo not given)
  0.6	-0.6	-0.7	4.7
68: CC(=O)N1CCC(N2CCCC(C(=O)Nc3cccc(-c4cc5ccccc5[nH]4)c3)C2)CC1 (stereo not given)
  0.0	1.9	6.9	12.8
69: O=C(Cc1ccc(F)cc1)Nc1ccc2c(c1)C(=O)Nc1ccccc1O2
  -0.1	-0.4	-5.8	-1.9
70: Cc1ccc(C2CC(c3cccs3)=NN2C(=O)CSc2nnc(CNC(=O)Cc3ccccc3)n2C)cc1 (stereo not given)
  -0.2	-0.2	5.3	3.8
71: CC(C)(C)c1csc2ncc(C(=O)NCCN3CCCC3)c(=O)n12
  -0.2	0.3	1.1	-5.3
72: C/C(CC(=O)NCc1ccco1)=N\NC(=O)C(=O)Nc1ccc(C)c(Cl)c1
  -0.1	0.1	5.0	15.1
73: CCOC(=O)c1c(C)n(C)c2ccc(OCC(O)CNC(CC)CO)cc12 (stereo not given)
  0.0	0.6	2.9	11.1
74: C/C(=N/Nc1ccc(S(N)(=O)=O)cc1)c1ccc2ccccc2c1
  0.0	0.2	-14.9	-0.7
75: O=C(/C=C/c1cc(Br)cs1)Nc1ccccc1
  0.0	-3.8	-71.8	12.1
76: O=C(CSCC(=O)Nc1ccc(F)cc1)Nc1ccccc1
  -0.1	-1.2	-33.3	-3.9
77: CC(=O)c1cccc(-c2cc(N)nc(N)n2)c1
  0.2	-1.1	-3.7	13.1
78: CCc1c(OC)ccc(/C=N/NC(C)=O)c1OC
  0.6	-0.6	3.8	12.9
79: CCCCCc1nnc(NC(=O)c2ccccc2I)s1
  0.2	3.7	-3.5	6.2
80: CC(C)(C)C(=O)NCCCc1ccccc1
  0.2	0.5	-1.2	-371.1
81: COc1cc(-c2nnc(SCC(=O)N3CCCC3)o2)cc(OC)c1OC
  0.9	-0.4	-7.0	16.1
82: CC(C)(C)C(=O)N1CCc2ccc(NS(C)(=O)=O)cc21
  0.0	-0.8	-19.1	10.9
83: CCCCOc1ccc(C2=N/C(=C\c3cc(OC)ccc3OC)C(=O)O2)cc1
  0.0	1.8	2.9	0.4
84: O=C(Nc1ccc(-c2cn[nH]c2)cc1)[C@]1(Cc2ccc(F)cc2)CCCN1
  0.1	-1.0	-9.4	14.3
85: CCOC(=O)c1[nH]c(C)c(C(=O)OCc2nc(N)nc(Nc3ccccc3C)n2)c1C
  0.9	3.4	-6.9	3.2
86: CC1(C)Cc2c(sc(NC(=O)CCl)c2C#N)CO1
  0.2	0.4	-5.2	36.1
87: CCOC(=O)c1sc(NC(=O)C(C)(C)C)cc1C
  0.0	0.2	-65.2	1.5
88: COc1cc(OC)cc(C2=N/C(=C\c3ccc(C)o3)C(=O)O2)c1
  -0.1	1.2	-3.3	14.3
89: CCOc1cc2c(cc1OCC)C(c1ccccc1)NCC2 (stereo not given)
  -0.2	-0.9	-15.4	-0.6
90: Cc1ccc(C)c(NC(=O)Cn2c(-n3nc(C)cc3C)nc(C)cc2=O)c1
  0.6	-1.3	-6.6	-4.3
91: O=C(NNC(=S)NCc1ccco1)C1c2ccccc2Oc2ccccc21
  0.0	-1.6	-2.8	15.4
92: Cc1cc(N2CCCC2)c2ccccc2n1
  0.3	0.4	17.2	9.3

Reformatted with each value named: part of the list above.
84) O=C(Nc1ccc(-c2cn[nH]c2)cc1)[C@]1(Cc2ccc(F)cc2)CCCN1
- FBW7 activator: 0.1
- GPR151 ag: -1.0
- TEAD-YAP inh: -9.4
- MITF inh: 14.3
31) Cc1ccc(C(=O)N2CCN(S(=O)(=O)c3ccc(C)c([N+](=O)[O-])c3)C2)cc1
- FBW7 activator: -0.1
- GPR151 ag: -0.6
- TEAD-YAP inh: -3.6
- MITF inh: -9.5

Compound activity as filed in PubChem.
